Source: PubChem BioAssay (NCI)
NCI-60 one-dose screen, 48 h, at 10 µM unless noted. Numbers give growth in % (100 = growth as untreated, 0 = no growth, -100 = all killed).
T-47D = T-47D breast cancer | 79,000 tested, 5% active | AID 1794792
K-562 = K-562 leukemia | 78,000 tested, 7.4% active | AID 1794777
BT-549 = BT-549 breast cancer; 78,000 tested, 4.4% active
HS 578T = HS 578T breast cancer; 78,000 tested, 4.1% active
MDA-MB-468 = MDA-MB-468 breast cancer | 78,000 tested, 8.5% active | AID 2202374
MCF7 = MCF7 breast cancer; 82,000 tested, 6.3% active; AID 1794796
LOX IMVI = LOX IMVI melanoma | 79,000 tested, 7.4% active
MDA-MB-231 = MDA-MB-231 breast cancer | 81,000 tested, 5% active
* hit, by the source's call; x = no result given; & = joins results of further samples. How the source made its calls: active means growth percent below 10; inactive means the rest.

SMILES	T-47D	K-562	BT-549	HS 578T	MDA-MB-468	MCF7	LOX IMVI	MDA-MB-231
OCCN1CCNC1=S	101	101	x	103	94	95	96	103
COc1ccc(-c2cc(-c3nc4ccc(F)cc4[nH]3)[nH]n2)cc1	39	24	59	x	72	69	x	76
COc1ccccc1/C=C/C(=O)c1nnn(-c2ccc(C(=O)O)cc2)c1C	88	74	96	106	75	54	66	99
CCCCNC(=O)NS(=O)(=O)c1ccc(N2N=C(c3cc(C)ccc3C)CC2c2cc(OC)c(OC)c(OC)c2)cc1 (stereo not drawn)	38	36	21	x	24	24	9.7*	79
CCCC(O)c1ccccc1C (stereo not drawn)	97	99	102	109	119	93	98	100
CCOC(=O)c1noc2c1CCc1cn(Cc3cc(OC)cc(OC)c3)cc1-2	95	102	92	100	108	95	95	117
O=C(/C=C1\C(=O)N(Cc2ccc([N+](=O)[O-])cc2)c2ccccc21)c1ccc(OCCN2CCCC2)cc1	56	1.8*	81	50	59	22	17	66
CC(C)CCCCCCCOC(OCCCCCCCC(C)C)OCCCCCCCC(C)C	89	108	98	x	100	103	98	111
CCOC(=O)CC(C#N)C(=O)OCC (stereo not drawn)	87	98	91	108	115	100	92	110
COc1cccc(-c2nc(-c3ccc(NC(=O)OC(C)C)cc3)[nH]c2-c2ccnc(Br)c2)c1	6.6*	6.0*	48	-17*	18	11	2.7*	37
CC(=O)OCCC/C(=C/c1cc2ccccc2c2ccccc12)[N+](=O)[O-]	-67*	x	-50*	-46*	-69*	-88*	-71*	-54*
Cc1ccc(OCC(O)COc2ccc(C)cc2)cc1	89	83	87	88	95	85	98	90
O=C(CCNC(=O)c1nc(-c2ccccc2)n(-c2ccc(Cl)cc2)n1)NO	79	105	115	107	107	102	98	102
NC1(C(=O)O)CSSC1	x	43	85	54	30	43	32	124
N#Cc1c(-c2cn(-c3ccccc3)nc2-c2ccc(OCc3ccccc3)cc2)cc(-c2ccc(Cl)cc2)oc1=N	80	x	114	92	101	91	93	76
O=c1ssc(Cl)c1-c1ccccc1	96	102	114	104	97	89	93	97
CS(=O)(=O)c1ccc(-c2nc3ccccn3c2/C=N/Nc2ccc(Cl)cc2)cc1	84	86	105	101	92	84	111	90
O=C(Nc1ccc2c(ccn2C(=O)c2cccc(F)c2)c1)c1ccnc([N+](=O)[O-])c1	90	91	104	100	103	90	106	111
c1ccc2c(-c3cc(-c4cc(-c5cccc6ccccc56)on4)no3)cccc2c1	104	102	96	91	90	97	x	97
Cn1cc(-c2noc(-c3cn(C)c4ncc(F)cc34)n2)c2ccccc21	42	77	x	31	36	34	52	55
CC1(C)CC[C@]23CC[C@]4(C)[C@H](CC[C@@H]5[C@@]6(C)CC[C@H](NCO)C(C)(C)[C@@H]6CC[C@]54C)[C@H]2[C@H]1OC3	44	4.9*	99	91	-57*	2.0*	-90*	20
Cc1cccc(-c2nc(C(=O)O)c3cccc(F)c3n2)c1	103	100	99	106	96	94	97	107
Cc1cc(=O)[nH]c2c1sc(=O)n2CCC(=O)Nc1ccccc1	98	94	111	95	108	102	94	92
Cn1c(=O)[nH]c(=O)c2nc(/C=C(\O)c3cc4ccccc4s3)c(=O)[nH]c21	102	105	105	89	111	98	98	96
COc1c(-c2cc(-c3ccc(C)o3)[nH]c(=O)n2)c(O)cc2occc12	45	17	54	55	26	28	58	71

SMILES	T-47D	K-562	BT-549	HS 578T	MDA-MB-468	MCF7	LOX IMVI	MDA-MB-231
O=C1OCCN1CCCl	109	101	100	105	101	97	95	107
Cc1onc(-c2ccccc2)c1NC(=O)OC(C)c1cccnc1 (stereo not drawn)	88	96	106	102	107	95	101	109
O=[N+]([O-])c1ccccc1NC1CCN(Cc2ccccc2)CC1	108	111	90	x	113	99	108	102
O=C(CC(=O)c1cccs1)c1ccncc1	103	102	105	103	107	87	103	101
COc1cc2c(-c3nc4cc(Cl)c(F)cc4s3)cc(=O)oc2c(C)c1OC	-14*	-23*	-82*	-0.2*	-59*	-58*	-74*	-50*
Cn1c(N)cc(=O)n(C)c1=S	102	106	111	96	112	109	94	101
N#Cc1ncc(-c2ccc(C(F)(F)F)cc2)c(N2CCC3(CC2)OCCO3)n1	74	97	100	104	98	85	93	112
COc1ccc(Nc2nn3c(SCC(=O)c4ccc(C)cc4)nnc3s2)cc1	73	83	92	92	87	92	96	92
Cc1c(-c2ccc(O)cc2)n(Cc2ccc(OCCN3CCCCCC3)cc2)c2ccc(O)cc12	58	-6.6*	84	68	74	12	39	82
COc1ccc(C2CC(=O)N(c3cc(OC)c(OC)c(OC)c3)C3=NC(=O)N(C)C32)cc1 (stereo not drawn)	104	x	105	96	101	93	102	107
CC1(C)C2CC=C(C3OC45CCCCC4C(C#N)(C(=N)O5)C3(C#N)C#N)C1C2 (stereo not drawn)	85	86	104	101	87	82	91	101
COC(=O)C1=C(C)NC(C)=C(C(=O)OC(C)C)C1c1cccc(C#N)c1 (stereo not drawn)	97	83	124	101	95	97	98	98
COc1ccc(Cc2cc(-c3ccccc3)nn(CC(=O)c3ccccc3)c2=O)cc1OC	83	91	82	95	89	89	97	82
CC(=O)N1C(=O)c2ccccc2C1=O	109	100	116	101	98	91	101	100
COc1cc(-c2cc(OC)c(O)c(OC)c2)cc(OC)c1O	96	25	108	116	37	78	96	88
Oc1ccc(CSc2nnc(-c3ccncc3)n2-c2ccccc2)c2cccnc12	15	18	42	15	14	2.7*	20	31
COC(=O)c1c(NC(=O)CN2CCc3cc(OC)c(OC)cc3C2)sc2c1CCC2	88	102	97	104	x	91	92	67
ClC/C=C/CSc1ncnc2c1ncn2C/C=C/CCl	92&102	80&89	90&103	93&110	85&98	71&90	72&88	94&87
CC(=O)N1N=C(c2ccc(C)cc2)CC1c1ccc(C)s1 (stereo not drawn)	99	81	93	108	113	97	98	84
C[C@@H](c1ncncc1F)[C@](O)(Cn1cncn1)c1ccc(F)cc1F	98	x	113	116	107	107	100	108
Cc1cc[n+](CC(=O)c2ccc([N+](=O)[O-])cc2)cc1	98	89	100	110	83	93	102	130
CCOC(C(OCC)[n+]1ccccc1)[n+]1ccccc1 (stereo not drawn)	101	115	92	102	100	100	x	102
O=c1c2cc3ccncc3n2c(=O)c2cc3ccncc3n12	101	88	105	107	106	97	95	105
O=C(O)CCCCCNCCC(=O)O	104	106	111	124	97	98	97	98
CCN1C(=O)N(CC)C2C1NN=c1s/c(=C3\C(=O)N(CCc4ccccc4)c4ccccc43)c(=O)n12 (stereo not drawn)	44	8.0*	14	5.1*	-11*	12	11	2.5*

2 compounds picked at random from those above:
SMILES	T-47D	K-562	BT-549	HS 578T	MDA-MB-468	MCF7	LOX IMVI	MDA-MB-231
COc1ccc(Cc2cc(-c3ccccc3)nn(CC(=O)c3ccccc3)c2=O)cc1OC	83	91	82	95	89	89	97	82
CCOC(=O)c1noc2c1CCc1cn(Cc3cc(OC)cc(OC)c3)cc1-2	95	102	92	100	108	95	95	117

Limited to MDA-MB-231, for 2 of the compounds above:
| canonical_smiles | MDA-MB-231 |
| --- | --- |
| NC1(C(=O)O)CSSC1 | 124 |
| Cc1c(-c2ccc(O)cc2)n(Cc2ccc(OCCN3CCCCCC3)cc2)c2ccc(O)cc12 | 82 |

The list goes on:
SMILES	T-47D	K-562	BT-549	HS 578T	MDA-MB-468	MCF7	LOX IMVI	MDA-MB-231
CN1C(=O)C(C2=NN(c3ccccc3)C(c3ccccc3C(=O)O)C2)C(=O)N(C)C1=O (stereo not drawn)	86	92	89	93	103	96	89	102
Cc1c(O)ccc2c1CCCC2	85	100	101	96	113	106	97	98
O/N=C(/CN1CCCCC1)c1ccccc1	105	109	99	107	113	93	103	113
Cc1cc(N/N=C/c2ccccn2)nc2ccccc12	24	9.2*	15	75	-13*	14	5.0*	42
COc1ccc2nc(-n3c(=O)c4cccnc4n(-c4ccc(Cl)cc4)c3=O)sc2c1	98	77	101	x	114	84	81	95
COc1cc(CNC(=O)CCCC/C=C/C(C)C)ccc1OCc1nnc(Nc2cccc(Cl)c2)o1	66	71	96	92	79	93	92	88
CN(N)c1cnn(-c2ccccc2)c(=O)c1Cl	75	91	96	92	104	93	96	78
O=C(c1ccc(OCCN2CCCCC2)cc1)c1c(-c2ccc(O)cc2)sc2cc(O)ccc12	65	x	66	x	58	32	78	72
CCOC(=O)C(Nc1ccc(F)cc1)c1cc(C)c(N)c(C)c1 (stereo not drawn)	88	95	99	104	104	90	78	105
COc1ccccc1Nc1nnc(COc2ccc(CNC(=O)CCCC/C=C/C(C)C)cc2OC)o1	76	68	86	98	100	87	96	99
Clc1ccc(N(CC2CO2)CC2CO2)cc1 (stereo not drawn)	91	100	94	x	100	73	82	100
COc1cc(C2Cc3cnccc3-c3nc(N)c4ccncc4c32)cc(OC)c1OC (stereo not drawn)	94	41	86	79	84	76	92	81
CN1C(=O)N(C)C2NC(N/N=C/c3ccccc3)=NC21 (stereo not drawn)	91	107	100	95	96	98	97	104
CC(OC(=O)c1ccccc1C(=O)OC(C)c1ccccc1)c1ccccc1 (stereo not drawn)	95	85	113	91	102	96	103	104
Clc1ccc(-n2ncc3c2CCc2cccnc2-3)cc1	81	79	89	100	85	90	103	97
CCCCCCCCCCCCCCCCCCN(C)C	101	84	103	105	104	101	90	78
c1ccc(-c2cc(-c3ccccc3-c3ccc4ccccc4c3)no2)cc1	69	75	109	118	90	78	95	93
S=C(N/N=C1/CCCC/C1=N/NC(=S)N1CCOCC1)N1CCOCC1	91	62	87	107	90	81	86	62
Nc1c(C(=O)c2ccccc2)sc2nc(-c3cc4ccccc4o3)cc(-c3ccc(Cl)cc3)c12	90	102	98	136	x	92	87	86
OCCc1ccccn1	94	103	91	91	x	89	93	100
N=C(N)c1ccc(N=Nc2ccc(O)c3c2ccc[n+]3[O-])cc1	66	76	89	85	67	66	60	89
Cc1c(C2Nc3ccccc3C2C)[nH]c2ccccc12 (stereo not drawn)	80	34	68	78	91	47	29	54
CCOC(=O)c1cc(Cl)nc(Cl)c1	92	100	99	101	83	97	98	98
Oc1c(Cl)cc(Cl)c2ccc(Cn3cc(-c4cc(F)cc(F)c4)nn3)nc12	40	8.0*	71	89	38	34	21	98
N/C(=N\C(N)=N\c1nc2ccccc2s1)c1cscc1Br	80	79	107	103	86	72	75	85

Whole records from above. Order of screens: T-47D, K-562, BT-549, HS 578T, MDA-MB-468, MCF7, LOX IMVI, MDA-MB-231
Listed for `CC(=O)OCCC/C(=C/c1cc2ccccc2c2ccccc12)[N+](=O)[O-]` : -67*, x, -50*, -46*, -69*, -88*, -71*, -54*
Listed for `CC1(C)C2CC=C(C3OC45CCCCC4C(C#N)(C(=N)O5)C3(C#N)C#N)C1C2` (stereo not drawn) : 85, 86, 104, 101, 87, 82, 91, 101
Listed for `CC(C)CCCCCCCOC(OCCCCCCCC(C)C)OCCCCCCCC(C)C` : 89, 108, 98, x, 100, 103, 98, 111

Later entries
SMILES	T-47D	K-562	BT-549	HS 578T	MDA-MB-468	MCF7	LOX IMVI	MDA-MB-231
COc1ccc(-c2nc3ccc(-c4nnc(SCc5ccccc5)o4)cc3[nH]2)cc1OC	32	57	50	2.5*	44	22	7.5*	-34*
Cc1sc2ccc3ccccc3c2[n+]1C	107	97	107	100	100	97	93	114
C=CCN(CC=C)c1nc(N)nc(N)n1	88	90	101	108	123	97	100	90
COc1ccc(-c2nnc(N3CCN(C(=O)CN4CCN(c5ccccc5)CC4)CC3)nc2-c2ccc(OC)cc2)cc1	17	4.7*	-16*	55	41	12	41	65
ClCc1ccc(-c2ccc(Cn3cnc4nc(Cl)nc(Cl)c43)cc2)cc1	-11*	-14*	-45*	x	x	-42*	-83*	-21*
COc1ccc(Nc2[nH]n(C3=Nc4ccccc4Sc4ccccc43)c(=O)c2C#N)cc1	18	52	53	x	-4.0*	31	55	51
Cn1cc(-c2ccc3[nH]c(=O)nc(-c4ccccc4)c3c2)cn1	81	88	98	83	91	93	87	95
COc1ccccc1OCCOc1ccccc1OC	104	101	110	106	98	103	100	107
O=C(c1ccccc1)C1OC1c1ccc([N+](=O)[O-])cc1 (stereo not drawn)	53	33	68	89	29	64	29	78
O/N=C(\CSc1nnc(-c2ccccc2)o1)c1ccccc1	96	89	119	92	84	99	96	96
O=C(c1ccc(O)cc1)C1[C@H](c2ccc(Cl)cc2)[C@@H](c2ccccc2)NC12C(=O)Nc1ccc(Br)cc12 (stereo partly drawn)	2.5*	-42*	-77*	-5.9*	-61*	-22*	-100*	-79*
COc1ccc(/C=C(\c2cc(OC)c(OC)c(OC)c2)c2nnc(-c3ccc(C)cc3)o2)cc1	80	82	97	90	101	98	97	118
CSc1nc(=O)n(-c2ccc3c(c2)OCCO3)c(=O)n1Cc1ccc(C(C)(C)C)cc1	69	79	87	x	84	79	x	102
OCc1cn(-c2ccc(Cl)cc2)nc1-c1ccc(O)cc1	85	88	86	105	107	90	92	98
COC(=O)Cc1ccc(Br)cc1	101	130	129	89	118	106	89	105
Cc1[nH]c(C(=O)Nc2ccc(C(=O)N3CCNCC3)cc2OC(C)C)c(Cl)c1Cl	64	-29*	93	73	65	60	-16*	23
CCOC(=O)/C=C/c1c(C)[nH]c(=O)[nH]c1=O	102	101	99	105	73	70	83	93
Cc1cc(N/N=C/c2nc(-c3ccc(Br)cc3)oc2C)c2cc(Br)ccc2n1	90	-29*	93	86	-5.2*	-79*	-38*	56
Cn1c(/C=C(\C#N)c2ccc([N+](=O)[O-])cc2)nc2c(N3CCOCC3)nc(Cl)nc21	96	99	109	91	97	97	93	92
